IDE cell activ: human IDE activators in live cells, primary screen, fluorescence polarization, HEK cells, FAbeta-B substrate. activation, % at 5.96 µM. FAbeta-B cleavage; 0% vehicle, 100% cell-free pure enzyme wells. AID 493087, 2011. 340,000 tested, 0.073% active. Insulin-degrading enzyme (Homo sapiens), P14735;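 active = activation above the mean of all tested compounds plus 3 SD, set per screening campaign, cut at about 17% in these data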
Target sequence (P14735 whole entry, looked up): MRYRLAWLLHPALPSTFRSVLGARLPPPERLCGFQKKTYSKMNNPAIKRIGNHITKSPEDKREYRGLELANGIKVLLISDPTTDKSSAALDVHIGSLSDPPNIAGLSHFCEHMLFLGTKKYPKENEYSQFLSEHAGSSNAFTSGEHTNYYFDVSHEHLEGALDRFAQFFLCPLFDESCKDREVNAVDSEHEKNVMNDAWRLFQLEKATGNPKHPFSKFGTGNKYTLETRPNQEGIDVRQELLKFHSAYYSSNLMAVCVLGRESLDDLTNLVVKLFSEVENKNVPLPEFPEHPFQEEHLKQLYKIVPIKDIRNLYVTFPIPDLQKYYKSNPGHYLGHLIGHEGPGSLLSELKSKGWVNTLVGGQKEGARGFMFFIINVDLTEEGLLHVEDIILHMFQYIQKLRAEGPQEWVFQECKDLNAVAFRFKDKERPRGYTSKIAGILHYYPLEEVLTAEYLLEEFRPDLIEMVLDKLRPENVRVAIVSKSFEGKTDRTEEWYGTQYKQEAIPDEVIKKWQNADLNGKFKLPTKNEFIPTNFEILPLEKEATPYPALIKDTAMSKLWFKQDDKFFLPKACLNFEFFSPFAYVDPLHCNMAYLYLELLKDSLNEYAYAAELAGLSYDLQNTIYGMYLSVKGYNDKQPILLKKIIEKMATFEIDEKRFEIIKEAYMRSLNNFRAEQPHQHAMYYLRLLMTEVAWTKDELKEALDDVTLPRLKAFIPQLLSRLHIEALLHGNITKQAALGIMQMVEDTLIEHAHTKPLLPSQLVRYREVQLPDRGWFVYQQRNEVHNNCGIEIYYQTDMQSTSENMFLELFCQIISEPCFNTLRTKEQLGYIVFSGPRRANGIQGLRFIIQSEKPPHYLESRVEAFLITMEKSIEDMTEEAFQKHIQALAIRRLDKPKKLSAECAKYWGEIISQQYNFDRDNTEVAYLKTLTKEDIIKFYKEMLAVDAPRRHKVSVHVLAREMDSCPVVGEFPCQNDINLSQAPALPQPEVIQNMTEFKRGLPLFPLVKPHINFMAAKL
Active calls of the source: *. A portion of the library; rates above refer to the full screens.

IDE cell activ	smiles
-2	O=C1/C(=C\c2ccc(O)cc2)CCC1CNc1ccc(Cl)cc1 (stereo not given)
5	O=C(CN1C(=O)NC2(CCc3ccccc32)C1=O)NCc1ccc(F)cc1 (stereo not given)
3	CC1=CC(C)(C)NC(=S)N1c1ccc(N(C)C)cc1
5	CC1CCCN(S(=O)(=O)c2ccc(C(=O)NC(C)c3ccccc3)cc2)C1 (stereo not given)
5	CN(CCc1ccccc1)C(=O)c1cccc(NC(=O)Cc2cccc(NC(=O)C3CCCN(C(=O)C4CCCC4)C3)c2)c1 (stereo not given)
2	O=C(CCc1ccccc1)Nc1cc(S(=O)(=O)N2CCOCC2)ccc1N1CCCC1
-3	CCN(c1ccccc1)S(=O)(=O)c1ccc(OC)c(NC(=O)c2ccccc2OC)c1
-8	CCOc1ccc(CCN2C(=S)N([C@@H](CC(C)C)CN3CCCC3CN3C(=S)NC[C@@H]3Cc3ccc(O)cc3)C[C@@H]2Cc2ccc(O)cc2)cc1 (stereo not given in full)
2	CCc1ccc(OCC(=O)NNCC(=O)Nc2ccc(OC)cc2)cc1
0	O=C(c1ccco1)N1CCN(C(=O)c2ccco2)C1=S
2	CCCCN(C(=O)c1cccc(S(=O)(=O)N(C)c2ccc(C)cc2)c1)c1c(N)n(CC(C)C)c(=O)[nH]c1=O
-29	CC(=NNC(=S)Nc1cccc(Cl)c1)c1ccccn1
5	Cc1cc(=O)oc2cc(O)cc(O)c12
1	Cc1c(NS(=O)(=O)c2cccc(C(=O)NCc3ccccc3Cl)c2)c(=O)n(-c2ccccc2)n1C
4	O=C(CCC(=O)N1CCN(S(=O)(=O)c2ccccc2Cl)CC1)c1ccccc1

Reprinted at random: three compounds from above.
IDE cell activ	smiles
2	O=C(CCc1ccccc1)Nc1cc(S(=O)(=O)N2CCOCC2)ccc1N1CCCC1
1	Cc1c(NS(=O)(=O)c2cccc(C(=O)NCc3ccccc3Cl)c2)c(=O)n(-c2ccccc2)n1C
4	O=C(CCC(=O)N1CCN(S(=O)(=O)c2ccccc2Cl)CC1)c1ccccc1

Ordered by SMILES length (highest first): 4 of the compounds above
IDE cell activ	smiles
-8	CCOc1ccc(CCN2C(=S)N([C@@H](CC(C)C)CN3CCCC3CN3C(=S)NC[C@@H]3Cc3ccc(O)cc3)C[C@@H]2Cc2ccc(O)cc2)cc1 (stereo not given in full)
-3	CCN(c1ccccc1)S(=O)(=O)c1ccc(OC)c(NC(=O)c2ccccc2OC)c1
4	O=C(CCC(=O)N1CCN(S(=O)(=O)c2ccccc2Cl)CC1)c1ccccc1
3	CC1=CC(C)(C)NC(=S)N1c1ccc(N(C)C)cc1

The main list resumes with the 6 entries that preceded the break.
IDE cell activ	smiles
0	O=C(c1ccco1)N1CCN(C(=O)c2ccco2)C1=S
2	CCCCN(C(=O)c1cccc(S(=O)(=O)N(C)c2ccc(C)cc2)c1)c1c(N)n(CC(C)C)c(=O)[nH]c1=O
-29	CC(=NNC(=S)Nc1cccc(Cl)c1)c1ccccn1
5	Cc1cc(=O)oc2cc(O)cc(O)c12
1	Cc1c(NS(=O)(=O)c2cccc(C(=O)NCc3ccccc3Cl)c2)c(=O)n(-c2ccccc2)n1C
4	O=C(CCC(=O)N1CCN(S(=O)(=O)c2ccccc2Cl)CC1)c1ccccc1
5	Cc1ccc(NC(=O)c2oc3ccc(Br)cc3c2C)cc1S(=O)(=O)N1CCOCC1
5	CC1CCCCC12NC(=O)N(CC(=O)N1CCc3ccccc3C1)C2=O (stereo not given)
7	CC(=CC(=O)c1ccccc1)c1ccccc1
4	CC[C@]12c3[nH]c4cc(-c5ccco5)ccc4c3CCN1C(=O)[C@@H](CC(=O)NCCCN(C)C)C[C@@H]2C(=O)N1CCN(C(=O)c2ccco2)CC1
-1	Cc1cc(-n2c(C)cc(C(=O)COc3cccnc3[N+](=O)[O-])c2C)no1
2	CN(O)C(=S)c1ccccc1
-6	CC(=O)C1C(C)CC2C3CCC4CC(=O)CCC4(C)C3CCC21C (stereo not given)
3	COc1cccc(NC(=O)CN(C)C(=O)/C=C/c2cn(-c3ccccc3)nc2-c2cccs2)c1
5	CCOC(=O)c1c(C)[nH]c(C(=O)OCC(O)=C(C#N)c2nc3ccccc3[nH]2)c1C
-6	CCCCCCCCOC(=O)c1cc([N+](=O)[O-])c(Sc2ncnc3nc[nH]c23)c([N+](=O)[O-])c1
6	COc1ccc2[nH]c3c(c2c1)CCN1C(=O)C(CC(=O)NCc2ccco2)C[C@H](C(=O)N2CCOCC2)[C@@]31C (stereo not given in full)
3	CCOC(=O)C1=CN(CC)S(=O)(=O)NC1CCc1ccccc1 (stereo not given)
2	O=C1N[C@H]2CC=C[C@H]2N(Cc2cccs2)c2ccccc21
7	O=C1NC(=S)S/C1=C\c1cc(Cl)ccc1Cl
2	Cc1ccc(Cl)c(OCCCCN2CCC(C)CC2)c1

The list continues.
IDE cell activ	smiles
2	CN1C[C@@H]2[C@@H]3C(=O)N(C)C(=O)[C@@H]3[C@](C)(C1=O)N2C(=O)c1ccc(C(C)(C)C)cc1
2	O=C(c1cccc(S(=O)(=O)NCc2ccccc2)c1)N1CCN(c2ccccc2Cl)CC1
-2	CN1CCN(S(=O)(=O)c2ccc(C(=O)NC3CCCCC3)cc2)CC1
0	COc1ccc(C2C(=O)NN=C2C)cc1 (stereo not given)
3	COC(=O)c1ccc(OC)c(CSc2nnc(-c3ccc(C)cc3)o2)c1
-1	CCOc1ccc(NC(=O)c2cccc(NC(C)=O)c2)cc1S(=O)(=O)N1CCCC1
-4	COc1cc(OC)cc(C(=O)NCC(=O)OCC(=O)NC2CCCc3ccccc32)c1 (stereo not given)
2	Cc1ccc(S(=O)(=O)N2CCN(C(=O)COC(=O)COc3ccc(Cl)cc3C)CC2)c(C)c1
-1	COc1ccccc1C=NN=C1c2ccccc2-c2ccccc21
-4	O=C(Cn1cc(COc2ccccc2[N+](=O)[O-])nn1)c1ccc(O)cc1
4	COc1cc(NC(=O)c2ccccc2)c(OC)cc1NC(=O)CN1C(=O)N(C)C2(CCCCC2)C1=O
-3	O=C(Cc1cccc(NC(=O)C2CCN(C(=O)C3CC3)CC2)c1)Nc1cccc(C(=O)N2CCOCC2)c1
-2	CC(=O)CCc1ccc(OCC(=O)Nc2cccc(S(=O)(=O)N(C)c3ccccc3)c2)cc1
3	Cc1cccc(NC(=O)CN(CC2CCCO2)C(=O)c2ccc(S(C)(=O)=O)cc2)c1C (stereo not given)
3	O=C(NOCc1ccccc1)c1coc(-c2ccccc2)n1

(further entries)
IDE cell activ	smiles
4	Cc1ccc(S(=O)(=O)N(Cc2ccc([N+](=O)[O-])cc2)C(=O)N2CCN(C)CC2)cc1
7	CCN(C(C)=O)c1cnc(C=NNC(N)=S)c2ccccc12
-2	CC(C)C1(c2ccsc2)NC(=O)NC1=O (stereo not given)
-2	O=c1c2ccccc2nnn1-c1ccccc1
-2	CC1=CC2(C)C(C3C(C)=CC2(C)C(=O)C3(C)O)C(C)(O)C1=O (stereo not given)
4	CC(Sc1nnc2n1CCCCC2)C(=O)Nc1ccc(S(N)(=O)=O)cc1 (stereo not given)
2	CC1(O)CC(C)(C)C(C#N)C(=O)N1 (stereo not given)
0	CC(Sc1nnc(-c2ccco2)n1N)C(=O)NCc1ccc2c(c1)OCO2 (stereo not given)
-3	Cc1ccc(C(=O)N2CCN(C/C=C/c3ccccc3)CC2)cc1S(=O)(=O)N1CCOCC1
-1	Cc1cc2nnc(SCc3ccc4c(c3)OCO4)n2c2ccccc12
2	Cc1cccc(Nc2nnc(SCC(O)=C(C#N)c3nc4ccccc4[nH]3)s2)c1
0	CC(C)C(=O)N1CCN(c2ccccc2NC(=O)c2ccc3c(c2)OCCO3)CC1
-2	NC(=O)CCC(NC(=O)c1ccc(Cl)cc1)C(=O)NCCc1ccc2c(c1)OCCO2 (stereo not given)
5	S=c1nn[nH]c2ccccc12
8	CCOC(=O)/C=c1/s/c(=C/c2ccc3cc(OC)ccc3c2)c(=O)n1CC(=O)NCc1ccc2c(c1)OCO2

The listing continues.
IDE cell activ	smiles
4	C[C@H](CO)N1C[C@H](C)[C@@H](CN(C)S(=O)(=O)c2ccccc2)Oc2c(NC(=O)C3CC3)cccc2C1=O
4	O=C(C=Cc1ccccc1)c1cccs1
2	C=CCOc1ccc(/C=C/C(=O)N2CCCN(S(=O)(=O)c3c(C)noc3C)CC2)cc1
3	CCCCn1c(N)c(N(CC(C)C)C(=O)c2cc3ccccc3cc2OC)c(=O)[nH]c1=O
1	CCN(C(=O)COC(=O)CCCOc1ccc(Cl)cc1C)c1c(N)n(Cc2ccccc2)c(=O)[nH]c1=O
1	Cn1nc(CC#N)c2c(=N)n(N)cnc21
3	COc1ccc(NC(=O)c2ccccc2NC(=O)C2CCCCC2C(=O)O)cc1 (stereo not given)
-1	N=NC(=O)c1ccccc1Nc1c(O)[nH]c2ccccc12
-23	O=C1C=CC(=Nc2ccc3c(c2)Cc2cc(F)ccc2-3)O1
-3	O=C(c1cccc(-n2cccc2)c1)N1CCN(S(=O)(=O)c2ccccc2Br)CC1
4	Cc1ccc(C(=O)C2CC2)cc1C
3	CC(OC(=O)CNC(=O)c1ccccc1)C(=O)Nc1ccc(S(=O)(=O)N2CCOCC2)cc1 (stereo not given)
2	O=[N+]([O-])c1ccc(S(=O)(=O)NN=Cc2ccc3c(c2)OCO3)cc1
-4	CCOc1ccc(OCC(=O)OCC(=O)Nc2ccc3[nH]c(=O)[nH]c3c2)cc1
5	O=C1CCN(Cc2ccccc2)C(=O)N1

The list continues.
IDE cell activ	smiles
3	C[C@H](CO)N1C[C@H](C)[C@@H](CN(C)S(=O)(=O)c2ccc(F)cc2)Oc2c(NC(=O)c3ccncc3)cccc2C1=O
2	CCN1C(=O)[C@H]2[C@H]3CN=C(SCc4ccc(C(=O)OC)cc4)N3[C@@](CC)(C(=O)OC)[C@H]2C1=O
-33	O=C1C=CC(=O)N1c1ccc2c(c1)C(NC(=O)C(F)(F)F)c1ccccc1-2 (stereo not given)
3	COc1ccc(Cl)cc1NC(=O)CN(C)C(=O)c1cc2c(s1)CCCC2
6	O=C(O)C(CCC(C(=O)O)c1ccccc1)c1ccccc1 (stereo not given)
2	Cc1ccc(N(C)S(=O)(=O)c2cccc(C(=O)N(C)Cc3cnn(-c4ccccc4)c3)c2)cc1
3	CCN(CC)C(=O)[C@H]1CC(CC(=O)NCCC2=CCCCC2)C(=O)N2CCc3c([nH]c4ccc(OC)cc34)[C@]12C (stereo not given in full)
-3	COc1nc(NC2OC(CO)C(O)C(O)C2O)c(N)c(=O)[nH]1 (stereo not given)
2	CN1C(=O)NC(=O)C1c1ccccc1 (stereo not given)
-1	COc1ccc(S(=O)(=O)N2CCCCC2)cc1NC(=O)CCC(=O)N1CCC(c2ccccc2)=N1
5	COc1ccc(CNC(=O)C[C@H]2C[C@H](C(=O)N(C(C)C)C(C)C)[C@@]3(C)c4[nH]c5cc(-c6ccco6)ccc5c4CCN3C2=O)cc1OC
-1	CC(=O)Nc1ccc2c(c1)Cc1c-2cc(Br)c(N)c1Br
5	CC1CCC2(CC1)NC(=O)N(NC(=O)c1ccc(OC(C)C)cc1)C2=O (stereo not given)
0	CCOC(=O)C(Cc1ccc(O)c([N+](=O)[O-])c1)N1C(=O)c2ccccc2C1=O (stereo not given)
6	N#CC(=C(O)CN1CCN(c2ccccc2F)CC1)c1nc(-c2ccc(Cl)cc2)cs1

(listing goes on)
IDE cell activ	smiles
1	CC(=O)c1cc(Cl)ccc1OCC(=O)NC1CCCC1
8	Cc1ccc(S(=O)(=O)N(C)C)cc1NC(=O)C(C)OC(=O)c1ccc2c(=O)n3c(nc2c1)CCC3 (stereo not given)
-4	Nc1nc(=S)c2ncn(C3OC(CO)CC3O)c2[nH]1 (stereo not given)
3	CN(C)C(=O)CCc1ccc2c3c([nH]c2c1)[C@]1(CCc2ccccc2)[C@@H](C(=O)N2CCCCC2)C[C@H](CC(=O)NCCCn2ccnc2)C(=O)N1CC3
1	COc1ccccc1C=NN1C(=O)CSC1=S
0	CCOC(=O)[C@H]1[C@H]2COc3ccc(C)cc3[C@@H]2N2C(=O)CN(C)C(=O)[C@@]12C
1	O=C1CCC(=O)c2ccc3c4c(ccc1c24)CC3
2	O=C(COC(=O)CC1CCCC1)Nc1ccc(Cl)cc1
-1	O=C1OCc2ccc([N+](=O)[O-])cc21
3	CCOC(=O)[C@H]1[C@H]2COc3ccc(OC)cc3[C@H]2N2C(=O)CN(Cc3ccccc3)C(=O)[C@@]12C
-2	O=C(COC(=O)C1(c2ccccc2F)CCCC1)N1CCNC1=O
-2	CCCCn1c(SCC(=O)c2c(N)n(C3CC3)c(=O)[nH]c2=O)nc2cc(S(N)(=O)=O)ccc21
1	O=C1C2C3C=CC(O3)C2C(=O)N1N=Cc1ccc2c(c1)OCO2 (stereo not given)
-6	O=C(CC1Sc2ccccc2NC1=O)NNc1cccc(Cl)c1Cl (stereo not given)
4	CSCCC(NC(=O)c1ccc(Cl)cc1Cl)C(=O)N1CCCCCCC1 (stereo not given)

(further entries)
IDE cell activ	smiles
2	O=C1CCC(CCc2nc3ccccc3[nH]2)(c2ccccc2)C(=O)N1 (stereo not given)
1	COc1ccc(C(=O)COC(=O)c2ccc3c(c2)OCCO3)c(OC)c1
2	COc1cc(C(C)=O)cc(OC)c1O
1	CCCCn1c(N)c(N(CCOC)C(=O)COC(=O)c2ccccc2NCCO)c(=O)[nH]c1=O
-1	CN1C[C@@H]2[C@@H]3C(=O)N(C)C(=O)[C@@H]3[C@](Cc3ccccc3)(C1=O)N2C(=O)c1ccccc1
7	O=C1NCC(Nc2ccccc2Cl)C(=O)N1 (stereo not given)
5	Cn1cc(C2OC(=O)c3ccccc32)c2ccccc21 (stereo not given)
6	CN(C)c1ccc(C=c2c3ccccc3n3c2c2ccccc2[n+]3C)cc1
4	COc1cc(C2c3cc4c(cc3OC(NCc3ccccc3)C2C)OCO4)cc(OC)c1OC (stereo not given)
1	CCCCCCn1c(COc2ccccc2F)nnc1SCC(=O)NC1CCS(=O)(=O)C1 (stereo not given)
1	CCC1([N+](=O)[O-])COC(c2ccc(OC)cc2)OC1 (stereo not given)

From PubChem
